tuberculosis growth: growth inhibition of non-replicating M. tuberculosis (AID 488890); inhibition, % at 25 µM, or IC50 in µM where a hit was titrated; Mycobacterium tuberculosis non-replicating, growth inhibition; higher % means a stronger effect; 320,000 tested, 0.39% active; in the data active means a potency from the dose series; inconclusive means inhibition mostly from about 82% at the one dose, without a potency; inactive means the rest, 99 in 100 with inhibition below about 76%;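 further: plate controls were DMSO cells for no effect and high antibiotic wells for full effect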
Salmonella PhoP GFP: Inhibition of PhoP regulon, Salmonella typhi GFP reporter cells, confirmation, 4 h (AID 1850) | Salmonella Typhi PhoP-promoter GFP reporter, fluorescence, 4 h; higher % means a stronger effect | inhibition, % at 50 µM, or IC50 in µM where a hit was titrated | 310,000 tested, 0.33% active; in the data active means a potency from the dose series; inconclusive means inhibition mostly from about 25% at the one dose, without a potency; inactive means the rest, 99 in 100 with inhibition below about 19%;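 further: 0% = induced wells with vehicle and 100% = uninduced wells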
H1N1 NS1A inhibition: H1N1 influenza NS1A inhibitors, functional cell based assay (AID 504329) | NS1A functional cell-based assay, percent inhibition; higher % means a stronger effect | one-dose inhibition, % at 12.5 µM; IC50 in µM for titrated hits | 340,000 tested, 0.3% active; in the data active means a potency from the dose series; inconclusive means inhibition above about 27% without an active follow-up result; further: strong numbers were not always called active
inhibitors of VEEV: inhibitors of VEEV TC-83 cytopathic effect, confirmation, Vero cells (AID 588727) | inhibition, % at 20 µM; hits with a dose series show IC50 in µM | 350,000 tested, 0.13% active | Vero cells, VEEV TC-83 cytopathic effect inhibition; higher % means a stronger effect; in the data active means a potency from the dose series; inconclusive means inhibition mostly from about 14% at the one dose, without a potency; inactive means the rest, 99 in 100 with inhibition below about 12%; further: strong numbers were not always called active
M. tuberculosis HTS: M. tuberculosis growth inhibition, HTS (AID 449762). M. tuberculosis H37Rv growth inhibition, 7H9 media; higher % means a stronger effect. inhibition, % at 25 µM; hits with a dose series show IC50 in µM. 330,000 tested, 0.59% active; in the data active means a potency from the dose series; inconclusive means inhibition above about 70% without an active follow-up result;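 further: bacterial growth assessed after seven days of incubation; strong numbers were not always called active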
inhibitors of VEEV 10K pilot screen: further read-out of inhibitors of VEEV, marked with its call; inhibition, %; measured here: 10K pilot screen inhibition
The depositor's hits bear a star; i = inactive; ? = inconclusive; · = not tested or not shown.

SMILES	tuberculosis growth	Salmonella PhoP GFP	H1N1 NS1A inhibition	inhibitors of VEEV	M. tuberculosis HTS	others
CCN1CCN(C(=S)c2ccc(OCC(=O)NCc3ccccc3)cc2)CC1	-1%	4%	4%	i	-4%
CC[n+]1c(/C=C/Nc2ccccc2)oc2ccc(OC)cc21	·	-2%	-2%	0.3%	-1%
CCC(CC)c1nnc(NC(=O)CS(=O)(=O)c2ccc(C)cc2)s1	10%	-5%	7%	0.3%	2%
O=C(N/N=C/c1ccccn1)c1cc(-c2cccc3ccccc23)n[nH]1	?	-4%	-8%	1.8%	?
CCN(CC)C(=O)c1cc2c(=O)n3cccc(C)c3nc2s1	1%	4%	-4%	2.0%	3%
Cc1ccc(S(=O)(=O)N(C)C)cc1NC(=O)COC(=O)COc1ccc2c(C)cc(=O)oc2c1	-2%	·	-6%	2.9%	4%
O=[N+]([O-])c1cc2c(cc1Br)CCN2	-1%	2%	6%	0.9%	-2%
Cc1nc(N2CCN(Cc3ccccc3)CC2)c(C#N)c2c1COC(C)(C)C2	10%	-13%	-14%	7.8%	10%
Cn1c(=O)c2c(nc(N/N=C/c3ccc(OC(=O)c4ccco4)cc3)n2Cc2ccc(F)cc2)n(C)c1=O	15%	-8%	21%	9.2%	6%
c1nc2ccc(Cc3ccc4nc[nH]c4c3)cc2[nH]1	-6%	0%	24%	1.8%	-18%
O=C(NCN1CCN(c2ccccn2)CC1)c1cnccn1	2%	-1%	-16%	i	-7%	inhibitors of VEEV 10K pilot screen=0.0
CC1(C)CC(=O)c2sc(NC(=O)c3ccc4ncsc4c3)nc2C1	32%	-10%	5%	11%	2%
CCN(CC)S(=O)(=O)c1ccc(OCC(=O)NCc2ccccc2)cc1	13%	-2%	2%	i	0%
CCC(C)n1nnc2c(=O)oc3ccccc3c21 (stereo not drawn)	5.6µM*	2%	4%	1.9%	?	inhibitors of VEEV 10K pilot screen=1.8
Cc1ccc2oc(-c3ccc(NC(=O)c4ccc5c(c4)OCO5)cc3)nc2c1	7%	-2%	0%	0.9%	0%	inhibitors of VEEV 10K pilot screen=1.3
CN(C(=O)c1ccc(NC(=O)Cc2cccc(NC(=O)C3CCN(C(=O)C4CCCCC4)CC3)c2)cc1)C1CCCC1	23%	·	8%	7.5%	-6%
COc1ccc(C(=O)c2c(C)oc3ccc(O)cc23)cc1	20%	7%	3%	2.3%	13%
O=C(/C=C/c1ccc(S(=O)(=O)N2CCOCC2)cc1)OCC(=O)c1ccc([N+](=O)[O-])cc1	14%	-9%	5%	i	-5%
C/C(=N/NS(=O)(=O)c1ccc(Cl)cc1)c1ccc2c(c1)OCO2	10%	8%	-20%	i	3%
CCOc1ccc(N(CC(=O)NC2CCCC(C)C2C)S(=O)(=O)c2c(C)noc2C)cc1 (stereo not drawn)	5%	10%	1%	0.5%	2%

Reprinted from the part before: three compounds, followed by the next part.
SMILES	tuberculosis growth	Salmonella PhoP GFP	H1N1 NS1A inhibition	inhibitors of VEEV	M. tuberculosis HTS	others
O=C(/C=C/c1ccc(S(=O)(=O)N2CCOCC2)cc1)OCC(=O)c1ccc([N+](=O)[O-])cc1	14%	-9%	5%	i	-5%
C/C(=N/NS(=O)(=O)c1ccc(Cl)cc1)c1ccc2c(c1)OCO2	10%	8%	-20%	i	3%
CCOc1ccc(N(CC(=O)NC2CCCC(C)C2C)S(=O)(=O)c2c(C)noc2C)cc1 (stereo not drawn)	5%	10%	1%	0.5%	2%
CC(C)CN1CCC(=O)N([C@H](COc2ccccc2)Cc2ccccc2)CC1	9%	-14%	17%	1.0%	2%
COc1ccc(S(=O)(=O)Nc2nnc(C(C)C)s2)cc1	9%	-11%	5%	3.0%	-5%
O=C1CSC(c2cn(-c3ccccc3)nc2-c2cccs2)N1CC1CCCO1 (stereo not drawn)	5%	4%	-12%	6.5%	1%
Cc1nc(N)sc1-c1nnc(SCC(=O)Nc2nccs2)n1C	-6%	5%	-30%	0.3%	-1%
CC1(C)CC2(CC(c3ccccc3F)c3cc(Cl)c(O)cc3O2)NC(=S)N1 (stereo not drawn)	18%	-2%	6%	8.1%	61%
COc1ccccc1CNC(=O)C/C(C)=N/NC(=O)Cc1ccccc1	-5%	7%	9%	3.3%	4%
COc1ccc(OC)c(-n2nnnc2SCC(=O)Nc2ccc(C(=O)N3CCCCC3)cc2)c1	4%	-7%	-4%	4.4%	-16%
CC1CC(C)CN(C(=O)c2ccc(-c3ccc([N+](=O)[O-])cc3)o2)C1 (stereo not drawn)	?	5%	6%	3.1%	?
CSC1=NCCN1C(=O)C(C)Oc1ccccc1 (stereo not drawn)	-7%	-10%	4%	0.9%	-8%
COc1ccc(-c2cn(Cc3ccc(C(N)=O)cc3)c(CCN)n2)cc1	6%	-13%	3%	i	3%
CCc1ccc(-c2nc(CS(=O)CC(=O)NCc3ccco3)c(C)o2)cc1 (stereo not drawn)	4%	-4%	-7%	2.3%	6%
Cc1ccc(C2(c3noc(CN(C)CC4COCCO4)n3)CCCC2)cc1 (stereo not drawn)	-9%	5%	0%	3.0%	-1%
CCc1ccccc1NC(=O)CNCC(=O)Nc1ccccc1CC	2%	5%	-21%	0.3%	-4%
CCCNC(=S)N1CCC(Cc2ccccc2)CC1	?	-3%	1%	i	1%
CCOC(=O)CNC(=O)CN1C(=O)CCS(=O)(=O)c2ccccc21	17%	-9%	-5%	0.1%	-1%
Cc1ccc(C2SCC(=O)N2Cc2ccccc2)cc1 (stereo not drawn)	47%	-3%	2%	1.4%	23%
CC(C)(C)C(=O)CC1(O)C(=O)N(Cc2ccccc2)c2ccccc21 (stereo not drawn)	-16%	5%	-7%	0.7%	-1%
Cc1ccc2nc(-c3ccccn3)[nH]c2c1	22%	-5%	-10%	0.3%	-6%
COc1ccc(C)cc1NC(=O)C1CCN(S(=O)(=O)c2ccc3c(c2)NC(=O)CO3)CC1	21%	-3%	5%	1.9%	8%
COc1cc(/C=C2/CC(C)OC2=O)c([N+](=O)[O-])cc1OC (stereo not drawn)	-9%	-3%	7%	i	-4%
Cn1c(=O)c2c(nc(NCCCO)n2Cc2cccc(C(F)(F)F)c2)n(C)c1=O	-5%	0%	15%	i	7%
Cc1cccc(/C=N/NC(=O)c2cccc(NC(=O)c3ccccc3)c2)n1	12%	7%	-14%	0.2%	-12%
Cc1cc(NS(=O)(=O)c2ccccc2)ccc1NS(=O)(=O)c1ccccc1	·	·	-1%	2.5%	·
CC(=O)N1c2ccc(S(=O)(=O)NCCC(=O)NCCc3ccc(Cl)cc3)cc2CC1C (stereo not drawn)	-3%	2%	4%	i	-6%
Cc1ccc(OCC(=O)N/N=C/c2cccnc2)cc1C	41%	3%	-11%	0.5%	6%
S=C(Nc1cccc(Br)c1)N1CCn2cccc2C1c1cccnc1 (stereo not drawn)	-2%	0%	15%	1.5%	3%
O=C(Nc1nnc(SCC(=O)N2CCCCC2)s1)c1cccs1	-4%	-2%	9%	2.2%	-7%
COC(=O)c1nnn(CC(=O)Nc2cccc(Cl)c2C)c1C(=O)OC	0%	-2%	5%	1.0%	-5%
CCC(=O)c1ccc2c(c1)N(CCCN(C)C)c1ccccc1S2	27%	-20%	5%	3.9%	32%
COc1ccc(C(CC(=O)Nc2ccc(C)cn2)N2Cc3ccccc3C2=O)cc1 (stereo not drawn)	4%	6%	2%	i	7%
Cc1cccc(N(C)C(=O)c2cc3cc4ccc(C)cc4nc3o2)c1	·	·	-7%	i	·
O=c1c2oc3ccccc3c2[nH]c(=S)n1-c1ccc(F)cc1	-14%	5%	15%	2.4%	0%
O=C(Nc1nc(-c2cccs2)c(C(=O)C(F)(F)F)s1)c1ccccc1	·	2%	5%	4.9%	4%
Nc1nc(CN2CCN(Cc3ccccc3)CC2)nc(Nc2ccccc2)n1	·	1%	1%	i	·
Cc1ccc(Cl)cc1Nc1nc(-c2sc(NC(=O)c3ccccc3)nc2C)cs1	62%	-3%	·	·	-2%
C=CCO/N=C(/C)c1c(O)c(CC)c(-c2ccccc2)n(-c2ccccc2)c1=O	35%	5%	6%	0.4%	11%
CCC(C(=O)NC1CCCC1)N(C(=O)c1snc(C(N)=O)c1N)c1ccc(C)cc1C (stereo not drawn)	40%	9%	0%	3.6%	4%
CNC(=O)CN(c1ccc(Oc2ccccc2)cc1)S(=O)(=O)c1ccc(C)cc1	-9%	-10%	6%	i	1%
COC(=O)CSc1nc2sc(C)c(C)c2c(=O)n1C	5%	-10%	-4%	i	-10%
COc1ccc(CNc2ncnc3cc(Cl)ccc23)cc1	17%	-3%	-4%	1.6%	?

Next part; it opens with the 3 that closed the last part.
SMILES	tuberculosis growth	Salmonella PhoP GFP	H1N1 NS1A inhibition	inhibitors of VEEV	M. tuberculosis HTS	others
CNC(=O)CN(c1ccc(Oc2ccccc2)cc1)S(=O)(=O)c1ccc(C)cc1	-9%	-10%	6%	i	1%
COC(=O)CSc1nc2sc(C)c(C)c2c(=O)n1C	5%	-10%	-4%	i	-10%
COc1ccc(CNc2ncnc3cc(Cl)ccc23)cc1	17%	-3%	-4%	1.6%	?
COc1ccc(Br)cc1Cn1nnc(C(=O)Nc2ccc3c(c2)OCCO3)c1N	15%	-2%	7%	5.2%	0%
O=C(CNC(=O)c1cccs1)N/N=C/c1c[nH]c2ccccc12	7%	-8%	-4%	1.5%	2%
CC(=O)Oc1c2occc2cc2ccc(=O)oc12	7%	-2%	-1%	i	9%
C=CCSC1=NN2CCS(=O)(=O)N=C2S1	-16%	-3%	-5%	0.5%	-3%
Cc1oc(-c2ccccc2F)nc1CS(=O)(=O)CC(=O)NCCCN1CCN(C)CC1	-6%	-9%	-4%	3.4%	-3%
COc1ccc(NC(=O)c2ccc3c(SCC(=O)O)c4c(nc3c2)CCCC4)cc1Cl	8%	8%	·	·	8%
CCOc1ccc(/C=N/NC(=O)c2cc(-c3ccccc3)nc3ccccc23)cc1O	0%	-1%	1%	2.6%	0%
CC(O)Cn1nc([N+](=O)[O-])nc1N (stereo not drawn)	6%	0%	-4%	0.3%	-4%
CC(OC(=O)CCc1nc2ccccc2c(=O)[nH]1)C(=O)c1ccc(Br)cc1 (stereo not drawn)	-5%	-6%	9%	0.0%	-4%	inhibitors of VEEV 10K pilot screen=0.3
c1ccc(Nc2cc(-c3ccccc3)nc3ncnn23)cc1	26%	-12%	5%	8.2%	3%
CSc1ccccc1NC(=O)CN(C)C(C)C(=O)NC(=O)NC1CCCCC1 (stereo not drawn)	74%	-1%	8%	1.0%	-1%
Cn1cnc(C(=O)N2CCN(C(=O)OC(C)(C)C)CC2)c1C(=O)N1CCN(C(=O)OC(C)(C)C)CC1	-14%	·	-6%	0.5%	-6%
CCOC(=O)c1cc2c(ccn2C)n1Cc1ccccc1C	3%	-6%	5%	0.1%	-3%
O=C(NCCCN1CCCC1=O)c1ccc2c(c1)NC(=O)C(N1CCOCC1)S2 (stereo not drawn)	·	·	-2%	0.6%	·
Cc1cccc(C(=O)NC(=S)NNC(=O)COc2ccc(Cl)cc2)c1	·	·	-2%	?	·
COc1ccccc1/C=N/NC(=O)Cn1cnc([N+](=O)[O-])n1	16%	-3%	2%	0.9%	7%
CN(C)CCCN(C(=O)CCOc1ccccc1)c1nc2c(F)cccc2s1	·	·	-8%	?	·
Cc1cccc(-c2nnc(SCC(=O)Nc3cc(C)on3)n2C)c1	-4%	6%	-4%	0.9%	6%
Cc1ccc(C2(C)NC(=O)N(CC(=O)Nc3ccc4[nH]c(=O)[nH]c4c3)C2=O)cc1 (stereo not drawn)	0%	11%	14%	i	10%
CCOc1ccc(CN2CCN(Cc3nc4c(s3)CCCC4)CC2CCO)cc1 (stereo not drawn)	37%	-9%	-2%	i	9%
CCOc1cc2[nH]c(=O)n(CCc3ccc(OC)c(OC)c3)c(=O)c2cc1OCC	-7%	-9%	-3%	7.3%	14%
COc1cccc(NC2=NC3(CCCCC3)N=C(N)N2)c1	19%	76µM*	14%	3.4%	-12%	inhibitors of VEEV 10K pilot screen=0.5
COC(=O)CSc1nc(N2CCCCC2)c2c(c1C#N)CCCC2	?	-6%	25%	1.4%	?
Cn1c(OCc2ccc3c(c2)OCO3)nc2c1c(=O)n(Cc1ccc(Cl)c(Cl)c1)c(=O)n2C	43%	23%	-4%	5.1%	4%
COc1cccc(CN2CCNC(=O)C2CC(=O)N(C)CC2CCOCC2)c1 (stereo not drawn)	-8%	-13%	-18%	1.5%	-5%
Cc1cccc(NC(=S)N(CCc2nc3cc(C)c(C)cc3[nH]2)Cc2cccnc2)c1	23%	-6%	-8%	i	3%
O=C(c1ccc(C(=O)N2CCN(c3ccccc3F)CC2)nc1)N1CCN(c2ccccc2F)CC1	5%	-13%	20%	2.9%	-7%
